# FN deposition inh = inhibitors of fibronectin matrix deposition, primary screen, AH1F cells, Alexa488-fibronectin fluorescence, plate reader; AH1F fibroblasts, overnight; inhibition, % at 12.6 µM; 350,000 tested, 0.086% active;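 active = mean inhibition across replicates of 30% or more, regardless of how many single replicates reach that level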;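 also: positive control wells lacked labelled fibronectin entirely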
#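 Material: AH1F fibroblast monolayer depositing Alexa488-labelled fibronectin into matrix | Input: 10000 AH1F cells/well | Medium: DMEM plus 2% serum, read in PBS | Reagent: Alexa488-fibronectin, 24 nM final in well | Compound dosing: One dose per compound, pinned | Schedule: 1 h adhesion, overnight exposure | Measured by: Fluorescence at 485 nm excitation, 525 nm emission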
# XiGFP reactiv = activators of inactive X chromosome reactivation, primary screen, imaging, XiGFP fibroblasts, GFP high-content imaging, set 2; XiGFP mouse fibroblasts, % GFP-positive cells imaging, 3 d; cells co-treated with 5-aza-dC sensitizer; scaled so ellipticine positive control = 100%; activation, % at 7.58 µM; 360,000 tested, 0.055% active; AID 743238, 2013;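 active = mean normalized replicate activation at least 10% and every replicate at or above 10%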;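 also: 0% = median of on-plate neutral control wells and 100% = ellipticine 6 µM median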
#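 System: 68-5-11 XiGFP fibroblast line; Timing: 3 days compound exposure; Compound dosing: one concentration, pinned; Benchmarks: positive control ellipticine, 6 µM final; Buffer or medium: DMEM containing 5-aza-dC.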
# RAD52 anneal inh = RAD52 DNA annealing inhibitors, primary screen, biochemical, FRET, single point, set 2; inhibition, % at 18.7 µM; 360,000 tested, 0.46% active; recombinant RAD52 DNA annealing, FRET fluorescence;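 active = every replicate showing at least 50% inhibition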
# E-sel inducer = E-selectin induction in HUVECs, primary screen, imaging, HUVEC, immunofluorescence imaging, single point. 260,000 tested, 0.37% active. AID 686992, 2013. P16581. activation, % at 7.58 µM. normalized: neutral wells 0, TNF-alpha wells 100;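 active = mean E-selectin-positive cell signal at least 10% of the positive control, reached in at least 60% of replicates, without over 20% cell loss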;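 also: in these data hits start at about 27%; measured in HUVEC primary endothelial cells; signal is the percent of cells scored E-selectin positive by PE staining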
# Target sequence (P16581 whole entry, looked up): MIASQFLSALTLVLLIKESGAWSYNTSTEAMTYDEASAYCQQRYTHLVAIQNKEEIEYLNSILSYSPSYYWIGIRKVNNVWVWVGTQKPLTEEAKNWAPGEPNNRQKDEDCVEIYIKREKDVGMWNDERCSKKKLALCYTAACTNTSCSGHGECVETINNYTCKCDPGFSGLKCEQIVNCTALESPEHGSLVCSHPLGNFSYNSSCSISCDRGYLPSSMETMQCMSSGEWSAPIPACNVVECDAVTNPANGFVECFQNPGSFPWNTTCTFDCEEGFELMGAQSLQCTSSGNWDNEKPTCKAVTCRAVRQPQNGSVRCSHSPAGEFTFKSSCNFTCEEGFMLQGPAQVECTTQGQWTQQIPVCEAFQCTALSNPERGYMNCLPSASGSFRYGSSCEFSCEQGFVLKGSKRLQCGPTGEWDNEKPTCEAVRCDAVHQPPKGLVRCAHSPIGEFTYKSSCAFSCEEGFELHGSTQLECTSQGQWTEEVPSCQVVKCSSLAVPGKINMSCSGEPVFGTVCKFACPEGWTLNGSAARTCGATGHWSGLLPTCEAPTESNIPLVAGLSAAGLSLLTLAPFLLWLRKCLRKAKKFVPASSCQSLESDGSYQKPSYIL
#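 System: HUVEC / Compound: single concentration / Signal: immunofluorescence imaging / Read-out: percent E-selectin-positive cells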
# RAD54 inh = inhibitors of human RAD54 branch migration, primary screen, biochemical, fluorescence, single point. AID 602329, 2012. 360,000 tested, 0.14% active. DNA repair and recombination protein RAD54-like (Homo sapiens), Q92698. RAD54 Holliday junction branch migration, FAM/BHQ fluorescence. inhibition, % at 10.4 µM;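 active = mean normalized replicate activity at least 40 and at least half of replicates scoring 40 or more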;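 also: 0% = median of neutral control wells and 100% = median of positive control wells; inhibitors cause a drop in the FAM fluorescence signal; in these data hits start at about 50%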
# EWS-Fli block = EWS/Fli-driven NR0B1 reporter inhibitors, primary screen, A673 cells, NR0B1 luciferase, luminescence, MLPCN library; AID 651661, 2012; viability-normalised; inhibition, % at 12.6 µM; 350,000 tested, 0.67% active;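 active = mean inhibition of at least 50% after viability correction, with every replicate also passing that limit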;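 also: firefly luciferase signal divided by Alamar Blue viability fluorescence both relative to DMSO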
# S100A4 inh HTS = inhibitors of S100A4-myosin IIA peptide binding, primary screen, biochemical, fluorescence polarization, TAMRA-MyoIIA peptide; Protein S100-A4 (Homo sapiens), P26447; inhibition, % at 10.7 µM; 360,000 tested, 0.14% active; AID 652163, 2013;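 active = mean inhibition of at least 70% across replicates, with every replicate also reaching that level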
# Target sequence (P26447 whole entry, looked up): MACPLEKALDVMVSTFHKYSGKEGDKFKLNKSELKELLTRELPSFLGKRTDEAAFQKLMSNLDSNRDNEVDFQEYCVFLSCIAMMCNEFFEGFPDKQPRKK
#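 Test system – S100A4 monomer (human) · Compound – single-point compound testing · Schedule – 5 min incubation before reading · Probe or stimulus – TAMRA-labelled myosin IIA heavy-chain peptide probe, 5 nM · Benchmarks – neutral control DMSO, positive control TFP · Medium – Calcium-containing HEPES buffer, pH 7.2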
# esBAF inh = Bmi1 luciferase reporter increase in mESCs, primary screen, esBAF inhibitor project, mouse ES cells, Bmi1 luciferase knock-in, single point; 24 h; 100% = twice the neutral-well signal; reporter increase, % at 12.5 µM; 350,000 tested, 2% active; AID 602393, 2012; in the data active = activation above about 40%;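 also: 0% = median of the plate's neutral control wells and 100% = double that signal; a rise in the Bmi1 reporter signal indicates esBAF inhibition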
# * hit, by the source's call; . = not tested or not shown; & = joins results of further samples.
SMILES,FN deposition inh,XiGFP reactiv,RAD52 anneal inh,E-sel inducer,RAD54 inh,EWS-Fli block,S100A4 inh HTS,esBAF inh
CCCNC(=O)C[C@@H]1CC[C@@H]2[C@H](COc3ccc(NC(=O)c4cccc(F)c4)cc3C(=O)N2C)O1,-1.9,0.1,-7.3,0.0,0.2,-4.3,7.0,1.8
Cc1cc(-c2nnc(CCC(=O)NC(C)(C)C34CC5CC(CC(C5)C3)C4)o2)no1,-11.8,0.3,-6.3,.,-13.5,-10.7,51.1,12.4
CN1C(=O)c2cc(NC(=O)c3cccc(F)c3)ccc2OC[C@@H]2O[C@@H](CC(=O)NCC3CC3)CC[C@H]21,-2.8,0.2,0.1,0.0,.,2.5,-3.5,.
C[C@@H]1CN([C@@H](C)CO)C(=O)c2cc(C#CCN(C)C)cnc2O[C@@H]1CN(C)S(C)(=O)=O,-1.9,-0.8,-19.4,-0.4,4.9,-4.4,9.1,3.2
CS(=O)(=O)N1CCN(C2C3CC4CC(C3)CC2C4)CC1 (stereo not given),-7.1,0.1,-11.2,.,.,-6.3,-3.9,-0.7
CC(C)C12CN3CC(C(C)C)(CN(C1)C31C(=O)Nc3ccccc31)C2=O (stereo not given),3.6,.,.,.,-5.0,.,-2.0,-6.4
CC(C)(C)c1ccc(C2C(C#N)=C(N)Oc3n[nH]c(-c4cccnc4)c32)cc1 (stereo not given),-20.7,-0.1,-11.6,.,10.0,6.1,2.9,-8.2
O=c1c2nncn2c2cc(C(F)(F)F)ccc2n1CCNc1ncc(C(F)(F)F)cc1Cl,-8.8,0.0,-36.4,.,7.1,9.9,-2.8,-6.4
COc1ccc(NC(=O)Nc2ccc3c(c2)C(=O)N([C@@H](C)CO)C[C@H](C)[C@@H](CN(C)C(=O)Cc2ccccc2)OCCCC[C@H](C)O3)cc1,.,0.0,-19.2,-0.1,-6.7,13.9,0.4,1.5
CO[C@H]1CN(C)C(=O)c2ccc(NC(=O)Nc3ccccc3)cc2OC[C@H](C)N(C(C)=O)C[C@H]1C,2.0,-0.3,11.0,0.0,-0.4,-6.5,-1.6,0.9
O=C([C@@H]1[C@@H](CO)[C@@H]2Cn3c(ccc(-c4ccccc4)c3=O)[C@@H]2N1CCC(F)(F)F)N1CCOCC1,.,0.0,3.0,0.5,-6.8,3.4,-0.2,1.3
CC(=O)C1CCC2C3CC(C)=C4CC(O)CCC4(C)C3CCC12C (stereo not given),-33.2,0.0,-10.6,1.3,1.2,3.6,-8.2,-5.6
CN(C[C@@H]1N[C@H](CO)[C@@H]1c1ccc(C#CCC2CCCC2)cc1)S(C)(=O)=O,2.2,0.2,-35.3,-0.3,.,9.4,-8.7,.
CC(NC(=O)C(=O)NCCN1CCN(C(=O)c2ccc([N+](=O)[O-])cc2)CC1)c1ccccc1 (stereo not given),-5.7,0.0,-20.5,.,-13.4,-14.3,-1.3,12.5
COc1ccc(-c2cc3nc(C)n(N)c(=O)c3s2)cc1,-5.1,0.1,-27.4,-0.1,1.7,89.5*,-14.3,.
Cc1ccc(S(=O)(=O)N2CCC(C(=O)OCC(=O)N(C)Cc3ccccc3)CC2)cc1C,-0.6,-0.2,-6.1,0.2,.,-0.7,13.4,.
C[C@@H]1CN([C@H](C)CO)C(=O)c2cc(NS(C)(=O)=O)ccc2O[C@@H](C)CCCCO[C@@H]1CN(C)C(=O)CCC(F)(F)F,.,-1.1,0.1,0.3,-1.2,3.0,-2.0,-4.8
Cc1nn(CC(=O)NCCc2cccs2)c(=O)c2cc3ccccc3n12,3.7,0.0,-9.7,-0.6,2.1,0.3,-4.1,0.5
CC(C)(C)N1[C@@H](CC(=O)O)c2cc(C(F)(F)F)ccc2S1(=O)=O,-6.8,0.0,-2.7,-0.1,-3.5,-5.0,2.7,5.7
CC(=O)Nc1ccc2c(c1)C(=O)N(C)[C@@H]1CC[C@H](CC(=O)NCC3CCCCC3)O[C@@H]1CO2,-3.8,0.1,.,0.0,4.5,9.2,.,1.8
Cc1cc(C)cc(-n2ccnc2SCC(=O)c2c(N)n(C3CC3)c(=O)[nH]c2=O)c1,28.6,0.1,-6.0,-0.1,4.7,2.2,2.5,-12.7
COc1ccc(S(=O)(=O)N(C)[C@H]2C[C@H]3c4cc(Oc5ccccc5C)ccc4CCN3C(=O)[C@H]2[C@H](C)O)cc1,-3.1,0.1,8.6,-3.9,2.3,15.9,-1.7,2.1
COCCN1C(=O)/C(=C/c2ccc(Oc3ccc([N+](=O)[O-])cn3)c(OC)c2)SC1=Nc1ccccc1,2.7,.,.,1.6,-7.0,.,.,-1.6
CO[C@@H]1CN(C)C(=O)c2cc(NS(=O)(=O)c3ccccc3)ccc2OC[C@@H](C)N(Cc2nccs2)C[C@H]1C,-9.3,-0.4,-8.8,-0.1,-12.6,12.1,-0.7,-2.6
COc1ccc(S(=O)(=O)N(C)C[C@@H]2Oc3c(NC(=O)Nc4ccc(C(F)(F)F)cc4)cccc3C(=O)N([C@@H](C)CO)C[C@@H]2C)cc1,6.0,-0.1,-2.7,.,2.7,-12.7,5.3,0.1
CC1=CC(C)(C)N=C(Nc2nc(C)c3cc(C)cc(C)c3n2)N1,-9.3,0.0,79.0*,.,31.8,18.2,-1.5,-18.6
CCOC(=O)N1CCN(CC(=O)c2ccc(O)cc2O)CC1,-1.9,0.0,-19.5,.,0.4,.,3.6,5.0
CN1CCN(CC#CCC(O)(c2ccccc2)c2ccccc2)CC1,4.8,0.0,-6.0,.,.,9.9,-2.8,.
NNC(=O)c1ccc(COc2cccc3ccccc23)cc1,4.2,-0.1,-4.1,-0.3,.,-25.0,3.3,.
CCO[C@@H]1OC(C(=O)N2CCN(Cc3ccc4c(c3)OCO4)CC2)=C[C@H](C2CCCCC2)[C@H]1CCCO,2.2,0.0,15.7&-5.8,-0.2,-5.8&-1.4,-1.7&0.3,13.7&-9.7,-2.8
CC(C)NC(=O)N1CC2(C1)[C@@H](c1ccccc1)[C@@H](CO)N2C(=O)C1CC1,8.0,0.1,3.6,0.1,.,1.0,2.2,.
CCCn1cnc2scc(-c3ccc(OC)cc3)c2c1=O,2.5,0.0,-31.6,0.0,10.5,-1.4,-3.0,-6.1
C=CCC[C@@H](Cc1ccc(F)cc1)C(=O)OC[C@@H](NC(=O)[C@H](CC=C)CC(=O)N(CCO)Cc1ccccc1)c1ccccc1,-12.3,0.0,-4.6,.,1.9,4.3,-4.0,4.9
Cc1ccc(C(C)C)c(OCCCN2C(=O)NC(C)(C)C2=O)c1,1.1,.,-2.9,.,0.6,.,-3.7,2.4
C=CCn1c(SCC(=O)Nc2nc(C)cs2)nnc1C(C)NC(=O)c1ccccc1Cl (stereo not given),2.2,.,.,-1.2,6.5,.,.,-0.8
C[C@H](CO)N1C[C@H](C)[C@@H](CN(C)C(=O)Nc2ccc(C(F)(F)F)cc2)OCCCC[C@H](C)Oc2ccc(NC(=O)Cc3ccccc3)cc2C1=O,.,-0.1,.,1.0,-1.0,-13.1,.,20.4
CCCC1C(=O)N(Cc2ccccc2)C(=O)CC1C (stereo not given),4.4,-0.1,0.5,.,4.6,-2.8,0.2,.
Cc1ccc2nc(NC(=O)C3CSC4(C)CCC(=O)N34)sc2c1 (stereo not given),3.9,0.3,-6.2,.,-9.2,-47.2,-7.6,13.5
O=S(=O)(c1ccccc1F)N1CCCCN2[C@@H](CO)[C@@H](c3ccc(-c4cncnc4)cc3)[C@@H]2C1,.,0.2,.,-0.2,-9.9,-3.6,.,9.5
Cn1ccc(CC(=O)N2CCC(N3CCC(C(=O)N4CCCC4)CC3)CC2)c1,-3.4,-0.2,-41.0,0.0,-12.4,-18.5,-18.5,1.7
Cc1c(Cl)cccc1NC(=O)Cn1c(CCC(=O)O)ccc1-c1ccccc1,-7.3,0.0,-22.7,.,4.4,8.3,-2.1,-4.4
CC(C)NC(=O)N[C@H]1CC[C@H](CCNC(=O)C2CCOCC2)O[C@@H]1CO,6.2,0.1,-5.7,-0.2,7.3,12.5,-16.4,-1.8
COc1ccc(C(=O)N2CCN(CCNC(=O)C(=O)Nc3ccc(Br)cc3)CC2)cc1,.,-0.1,-2.4,-0.1,5.1,21.1,-1.0,.
CCCCNC(=O)CCn1nc(-c2ccc(Cl)cc2)ccc1=O,-1.0,0.4,-11.4,0.4,.,4.9,0.3,-7.1
CCOc1ccccc1CNC(=O)C1CCN(S(=O)(=O)N2CCC(C)CC2)CC1,2.2,0.2,-5.2,0.7,-7.8,6.1,-5.3,0.1
Cc1cccc(/C=N/NC(=O)c2cc(C)nc3ccccc23)n1,3.8,0.2,-7.1,.,1.8,-4.2,-12.0,-1.3
CN1CCN(C(=O)C[C@H]2CC[C@H]3[C@@H](COC[C@H](O)CN3CC3CCOCC3)O2)CC1,-14.8,0.1,.,0.1,8.1,-1.1,.,-2.5
O=C(NCC[C@@H]1CC[C@H](NC(=O)C2CCCC2)[C@H](CO)O1)c1cnccn1,2.9,0.1,-3.2,0.1,-0.6,2.2,-18.3,-3.0
CC(C)Cc1nnc(NC(=O)C2CC(=O)N(Cc3ccccc3)C2)s1 (stereo not given),5.0,0.0,4.7,0.0,0.0,.,-2.7,6.2
C[C@@H]1CN([C@H](C)CO)C(=O)Cc2cc(NC(=O)c3ccncc3)ccc2O[C@@H]1CN(C)C,.,1.9,-4.7,13.7,4.5,3.0,8.0,0.7
Cc1ccc(C(=O)NCc2cccnc2)cc1S(=O)(=O)N1CCCCCC1,4.7,0.1,-12.6,.,6.3,6.8,-4.3,-5.2

# Random excerpt: six entries already listed, in no set order.
SMILES,FN deposition inh,XiGFP reactiv,RAD52 anneal inh,E-sel inducer,RAD54 inh,EWS-Fli block,S100A4 inh HTS,esBAF inh
O=C(NCC[C@@H]1CC[C@H](NC(=O)C2CCCC2)[C@H](CO)O1)c1cnccn1,2.9,0.1,-3.2,0.1,-0.6,2.2,-18.3,-3.0
CC(C)Cc1nnc(NC(=O)C2CC(=O)N(Cc3ccccc3)C2)s1 (stereo not given),5.0,0.0,4.7,0.0,0.0,.,-2.7,6.2
Cc1cccc(/C=N/NC(=O)c2cc(C)nc3ccccc23)n1,3.8,0.2,-7.1,.,1.8,-4.2,-12.0,-1.3
CCCCNC(=O)CCn1nc(-c2ccc(Cl)cc2)ccc1=O,-1.0,0.4,-11.4,0.4,.,4.9,0.3,-7.1
CN1CCN(C(=O)C[C@H]2CC[C@H]3[C@@H](COC[C@H](O)CN3CC3CCOCC3)O2)CC1,-14.8,0.1,.,0.1,8.1,-1.1,.,-2.5
C[C@@H]1CN([C@H](C)CO)C(=O)Cc2cc(NC(=O)c3ccncc3)ccc2O[C@@H]1CN(C)C,.,1.9,-4.7,13.7,4.5,3.0,8.0,0.7

# Screening results as filed in PubChem BioAssay.
